Assay outcomes from PubChem.
TRPC6 inh – inhibitors of mouse TRPC6 channel; HEK293-TRPC6, membrane potential dye, ACh-evoked depolarization; hits give low values; B-score at 10 µM; 310,000 compounds, 1.1% hits; AID 2553;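 active = B-score under library mean minus 3 SD, initial fluorescence not abnormally high, positive integrated signal ratio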;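 also: B-score derived from integrated fluorescence ratio over the kinetic read; more negative B-score means stronger inhibition of depolarization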
MrgX1 PAM – human MrgX1 positive allosteric modulation, primary screen. Q96LB2. MrgX1-HEK293, Fluo-4 calcium flux, FDSS; hits give high values. B-score at 10 µM. 310,000 compounds, 0.63% hits;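 active = plate-corrected calcium response at least 3 library SD above typical, normal starting fluorescence, not activating the receptor alone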;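 also: compound read alongside a low EC10 to EC30 dose of BAM8-22 agonist; peak minus trough fluorescence over baseline measured at the second addition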
Target sequence (Q96LB2 whole entry, looked up): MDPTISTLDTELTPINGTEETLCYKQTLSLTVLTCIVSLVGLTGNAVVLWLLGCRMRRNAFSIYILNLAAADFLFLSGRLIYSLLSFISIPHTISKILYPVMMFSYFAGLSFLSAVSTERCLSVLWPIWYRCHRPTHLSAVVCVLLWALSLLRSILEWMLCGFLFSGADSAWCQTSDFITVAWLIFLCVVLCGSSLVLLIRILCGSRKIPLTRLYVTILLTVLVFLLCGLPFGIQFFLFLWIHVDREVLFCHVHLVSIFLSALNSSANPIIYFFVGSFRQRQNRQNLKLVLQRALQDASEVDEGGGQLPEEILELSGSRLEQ
TRPC6 activator – activators of mouse TRPC6 channel | B-score at 10 µM | HEK293-TRPC6 membrane potential dye fluorescence; hits give high values | 310,000 compounds, 0.13% hits | AID 2550 | Q61143;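 active = B-score of the integrated fluorescence ratio above library mean plus 3 SD, and starting fluorescence ratio within library mean plus 5 SD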;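 also: higher score means more depolarization so channel activation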
HIF activator – HIF pathway transcriptional activation | U2OS HRE-luciferase reporter, luminescence; normalized: DMSO 0%, desferrioxamine 100% | activation, % at 7.5 µM (by protocol) | 300,000 compounds, 0.32% hits | AID 1910;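 active = mean activation of at least 10% of the iron chelator positive control signal, with at least half of replicates also reaching 10%; inconclusive = mean and replicate majority disagree about reaching 10%; inactive = mean and most replicates under 10%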
RGS4 block – inhibitors of human RGS4; HEK293 M3R/RGS4 inducible, Fluo-4 calcium flux; hits give high values; triggered by carbachol at its EC20; 310,000 compounds, 0.45% hits; AID 463165; B-score at 10 µM; P49798;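 active = B-score, a plate-corrected calcium signal, over three deviations above library mean, with baseline fluorescence within five deviations of library mean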;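 also: RGS4 expression induced by doxycycline in cells with stable M3 receptor; B-score is computed from the integrated fluorescence ratio over baseline after carbachol; higher B-score means a larger calcium signal and so more RGS4 inhibition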
Target sequence (P49798 whole entry, looked up): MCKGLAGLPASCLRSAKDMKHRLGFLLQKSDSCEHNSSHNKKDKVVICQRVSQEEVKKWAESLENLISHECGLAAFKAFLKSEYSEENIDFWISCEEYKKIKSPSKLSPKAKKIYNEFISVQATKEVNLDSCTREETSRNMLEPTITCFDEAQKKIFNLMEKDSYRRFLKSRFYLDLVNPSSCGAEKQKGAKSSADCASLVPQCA
MrgX1 antagonist – antagonists of human MrgX1 receptor | MRGX1-HEK293 calcium flux, Fluo-4, BAM8-22 antagonism; hits give low values | 310,000 compounds, 1.3% hits | B-score at 10 µM;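 active = calcium-response B-score plate-corrected more than 3 library SD below zero, starting fluorescence within 5 deviations, no agonist response on first addition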;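 also: peak minus trough fluorescence over baseline after final BAM8-22 challenge near maximal dose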
Platelet DG rel – platelet dense granule release activity; human platelet-rich plasma, SFLLRN dense granule ATP release, luminescence; inhibition, %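 (compounds screened at 7.5 µM in platelet-rich plasma)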; 300,000 compounds, 0.22% hits;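 active = mean replicate score, as percent of positive control, at or above 50; inconclusive = mean below 50 but at least one replicate at or above 50; inactive = mean and every replicate below 50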
RGS4 act – potentiators or activators of RGS4. HEK293 M3R/inducible RGS4, carbachol calcium flux Fluo4; hits give low values. 310,000 compounds, 0.92% hits. B-score at 10 µM. AID 463111;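 active = B-score of the integrated calcium signal more than 4 SD below the library mean, with starting fluorescence not abnormally high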;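 also: negative B-score means reduced calcium response which marks RGS4 activation or potentiation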
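test system = M3R-expressing HEK293 line, RGS4 induced by doxycycline | probe or stimulus = carbachol at ECmax as muscarinic agonist stimulus | timing = dye loading 30 min 37 °C, buffer rest 30 min RT | signal = calcium dye Fluo4 fluorescence | evaluation = B score from integrated fluorescence ratio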
SKKanGAS inh – inhibitors of SKKanGAS S. pyogenes growth in kanamycin (SK-promoter or general growth effect); inhibition, % at 7.5 µM; BacTiter-Glo, 6 h; 300,000 compounds, 1.3% hits;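 active = mean replicate score, as percent of positive control median, at least 50; inconclusive = mean below 50 but one replicate at or above 50; inactive = mean and every replicate below 50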;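 also: strain carries kanamycin resistance gene driven by streptokinase promoter and grows in 40 µg/ml kanamycin; loss of luminescence reflects streptokinase promoter inhibition or plain growth inhibition; 0% = median of DMSO wells and 100% = positive control at its reference dose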
MrgX1 agonist – human MrgX1 receptor agonism, primary screen | Q96LB2 | MrgX1-HEK293 cells, Fluo-4 calcium fluorescence, agonist mode; hits give high values | B-score at 10 µM | 310,000 compounds, 0.44% hits;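 active = calcium response B-score plate-corrected fluorescence ratio at least 3 library SD, with starting fluorescence B-score inside 5 SD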
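Assay system: stable human MrgX1 HEK293 cell line. Quantity: 15,000 cells per well. Schedule: cells plated overnight, dye loaded 0.5 h 37 °C, 0.5 h room temperature. Detection: Fluo-4 NW calcium-flux fluorescence, kinetic read. Read-out basis: peak-minus-minimum fluorescence over baseline, converted to B scores. Control set: positive and negative control wells on each plate.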
TRPC4 inh – blocks the mouse TRPC4 cation channel | HEK293 TRPC4beta/mu-opioid, DAMGO-evoked Fluo4 calcium flux; hits give low values | B-score at 10 µM | 300,000 compounds, 0.39% hits;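 active = B-score over 3 SD under the library average, no early fluorescence shift, positive overall ratio signal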
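Assay system: Stable TRPC4beta/mu-opioid receptor HEK293 cells | Reagent: DAMGO in two steps, submaximal then maximal | Compound dosing: Single concentration per test compound | Signal: Fluo4 Ca2+ flux fluorescence | Evaluation: Per-well B score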
Starred values were filed as active, the others as inactive; i = inactive; ? = inconclusive; nt = no result given; & = joins results of further samples.

Structure	TRPC6 inh	MrgX1 PAM	TRPC6 activator	HIF activator	RGS4 block	MrgX1 antagonist	Platelet DG rel	RGS4 act	SKKanGAS inh	MrgX1 agonist	TRPC4 inh
O=C(CN1CCC(NC(=O)Nc2ccccc2)CC1)Nc1cccc([N+](=O)[O-])c1	i	i	i	0.6	i	i	-2	i	-13	i	i
CC(=O)c1ccc(OC(C)C)c(CSC(=N)N)c1	i	i	i	0.3	i	i	-3	i	0	38*	i
CCn1c(SCC(N)=O)nnc1-c1ccc(OC)c(OC)c1	i	i	i	-0.7	i	i	0	i	-9	i	i
Cc1c(NC(=O)C(C)OC(=O)CCOc2ccccc2)c(=O)n(-c2ccccc2)n1C (centres undefined)	i	i	i	-0.2	i	i	-2	i	-4	i	i
COc1ccccc1CN1C[C@@H]2C[C@@H](c3[nH]c4ccc(C)cc4c3C)N3CCC[C@@]23C1=O	i	i	i	0.6	i	i	-3	i	4	i	i
Cn1c(=O)n(C)c2cc(/C=N/NC(N)=S)ccc21	i	i	i	0.9	i	i	7	i	-2	i	i
Cc1ccc(NC(=O)CN2C(=O)N/C(=C\c3cccnc3)C2=O)cc1	i	i	i	-0.6	i	i	0	i	-3	i	i
Cc1cccc(C)c1NC(=O)COC(=O)CCc1ccc(S(=O)(=O)N2CCCCC2)cc1	i	i	i	-0.8	i	i	1	i	0	i	i
COc1ccc(-c2cc(C(=O)Nc3ccc(S(=O)(=O)Nc4onc(C)c4C)cc3)c3ccccc3n2)cc1	i	i	i	0.2	i	i	0	i	34	i	i
CCOC(=O)CC(=O)CSc1nc2c(c(-c3cccs3)c1C#N)CCC2	i	i	i	-0.4	i	i	-9	i	-11	i	i
Cc1cccc(NC(=S)NNc2ncc(C(F)(F)F)cc2Cl)c1	i	i	i	-0.5	i	i	-2	i	-8	i	i
Cc1c(C=N)c(O)n(C)c(=O)c1C#N	i	i	i	0.0	i	i	-1	i	-1	i	i
COc1ccc(CNC(=O)c2nn(C)c3c2CS(=O)(=O)c2ccccc2-3)cc1	i	i	i	-0.2	i	i	8	i	-1	i	i
O=C(O)CCCNC(=O)C(c1ccccc1)c1ccccc1	i	i	i	-0.6&-0.1	i	i	-2&-3	i	2&-8	i	i
CCN(CC)c1ccc(NC2CC(=O)N(CCc3ccc(OC)cc3)C2=O)cc1 (centres undefined)	i	i	i	-0.7	i	i	-3	i	8	i	i
CCC(=O)c1ccc(OCC(=O)O)cc1	i	nt	i	-0.4	i	nt	-1	i	-4	nt	i
CC1CC(C)CN(S(=O)(=O)c2ccc(F)c(C(=O)Nc3ccc(Cl)cc3F)c2)C1 (centres undefined)	i	i	i	-0.3	i	i	4	i	-5	i	i
CCN(CC)S(=O)(=O)c1ccc2c(c1)nc(SCc1nc3ccsc3c(=O)[nH]1)n2CC	i	i	i	0.3	i	i	-4	i	13	i	i
C(=N\N1CCN(Cc2cccc3ccccc23)CC1)/c1ccco1	i	i	i	0.4	i	i	-2	i	2	i	i
CCOc1ccc(NC(=S)NC(C)CCc2ccccc2)cc1 (centres undefined)	i	i	i	0.0	i	i	-7	i	-22	i	i

Part of the list above in order of length of the SMILES, rising.
Structure	TRPC6 inh	MrgX1 PAM	TRPC6 activator	HIF activator	RGS4 block	MrgX1 antagonist	Platelet DG rel	RGS4 act	SKKanGAS inh	MrgX1 agonist	TRPC4 inh
O=C(O)CCCNC(=O)C(c1ccccc1)c1ccccc1	i	i	i	-0.6&-0.1	i	i	-2&-3	i	2&-8	i	i
COc1ccc(CNC(=O)c2nn(C)c3c2CS(=O)(=O)c2ccccc2-3)cc1	i	i	i	-0.2	i	i	8	i	-1	i	i
CC1CC(C)CN(S(=O)(=O)c2ccc(F)c(C(=O)Nc3ccc(Cl)cc3F)c2)C1 (centres undefined)	i	i	i	-0.3	i	i	4	i	-5	i	i

Continuation.
Structure	TRPC6 inh	MrgX1 PAM	TRPC6 activator	HIF activator	RGS4 block	MrgX1 antagonist	Platelet DG rel	RGS4 act	SKKanGAS inh	MrgX1 agonist	TRPC4 inh
Cc1ccc(S(=O)(=O)Nc2nc3cc(C)c(C)cc3[nH]2)cc1	i	i	i	-0.2	i	i	2	i	5	i	i
CC1(C)Cc2c(sc3nc(=S)[nH]c(N)c23)CO1	i	i	i	-27	i	i	2	i	0	i	i
COc1ccc(C2Oc3ccccc3C3=C2C(c2cccs2)n2ncnc2N3)cc1 (centres undefined)	i	i	i	0.6	i	i	0	i	78*	i	i
CC(=O)c1cc(CN2CCCCC2)cc(OC(C)C)c1	i	i	i	0.2	i	i	-8	i	-9	i	i
O=C(c1ccc(=O)[nH]c1)N(Cc1ccco1)C1(C(=O)NC2CCCC2)CCCCC1	i	i	i	-16	i	i	-2	i	3	i	i
COc1ccccc1-n1cc(-c2ccc(C)cc2)[nH]c1=S	i	i	i	3.0	i	i	-1	i	-1	i	i
O=S(=O)(NCCN1CCCC1)c1cccc2cccnc12	i	i	i	nt	i	i	1	i	4	i	i
CCOC(=O)N1CCC(NC(=O)c2oc3c(c2C)-c2[nH]ncc2CC3)CC1	i	i	i	-0.5	i	i	2	i	6	i	i
C=C(C)C1CC=C(C)/C(=N/NC(=O)COc2ccccc2C)C1 (centres undefined)	i	i	i	0.0	i	i	0	i	-2	i	i
CC(C)(C)c1cc(NC(=O)Nc2ccc(Br)cc2Cl)no1	i	i	i	1.4	i	i	2	i	-2	i	i
O=C(Nc1cccc(-c2nc3ccccc3[nH]2)c1)c1cccc(NC(=O)c2ccco2)c1	i	i	i	-1.5	i	i	7	i	21	i	i
Cc1ccc2ncccc2c1NC(=S)NC(=O)c1ccccc1	i	i	i	-1.4	i	i	7	i	0	i	i
COC(=O)c1nn(-c2ccccc2)c(-c2ccccc2)c1C(=O)c1ccccc1	i	i	i	-0.7	i	i	6	i	-5	i	i
COc1ccc(-n2c(SCC(=O)Nc3cc(C)on3)nc3c([nH]c4ccccc43)c2=O)cc1OC	i	i	i	0.3	i	i	5	i	9	i	i
C/C(O)=C(/C#N)c1nc2ccccc2[nH]1	i	i	i	0.3	i	i	-15	i	0	i	i
CCOC(=O)c1ccc(N2CSC3=C(C#N)C(c4cccs4)CC(=O)N3C2)cc1 (centres undefined)	i	i	i	1.0	i	i	-1	i	4	i	i
O=C(NCCN1CCOCC1)c1cc2cc(Br)ccc2oc1=O	i	i	i	0.1	i	i	-7	i	-10	i	i
Cc1sc(NC(=O)/C=C/c2ccco2)c(C(=O)O)c1C	i	i	i	1.2	i	i	4	i	8	i	i
CC(C)c1ccc2[nH]c3c(c2c1)[C@@H]1CCN2C(=O)CCC[C@H](C3)[C@H]12	i	i	i	3.8	i	i	-2	i	-1	i	i
O=C(CN1CCN(S(=O)(=O)/C=C/c2ccccc2)CC1)NCC(F)(F)F	i	i	i	-0.5	i	i	4	i	2	i	i
COc1ccc(-c2noc(-c3ccccc3-c3ccccc3)n2)cc1	i	i	i	0.7	i	i	-2	i	?	i	i
COc1ccc(CCNc2ccc(C(CC(N)=O)NC(=O)Cc3ccc(Br)cc3)cc2[N+](=O)[O-])cc1 (centres undefined)	i	i	i	0.4	i	i	-6	i	-1	i	i
COc1cc(CNC2CCCCC2OC)cc(OC)c1 (centres undefined)	i	i	i	0.2	i	i	-3	i	-17	i	i
COc1cccc(CC(=O)Nc2ccc3c(c2)CCC3)c1	i	i	i	0.4	i	i	-2	i	-3	i	i
CN1CCN(C(=S)c2cn(Cc3cccc(F)c3)c3ccccc23)CC1	i	i	i	-0.7	i	i	1	i	5	i	i
COc1ccc(CNC(=O)Cc2csc(Nc3nc(=S)[nH]c4ccccc34)n2)cc1	i	i	i	0.3	i	i	-11	i	-7	i	nt
O=C(Cn1cnc2c(nnn2Cc2ccccc2)c1=O)NCc1ccco1	i	i	i	0.1	i	i	-1	i	-18	i	i
CCc1ccc(OCC(=O)N2CC(C(=O)OC)Oc3ccccc32)cc1 (centres undefined)	i	i	i	-12	i	i	17	i	-7	i	i
CCN(CC)S(=O)(=O)c1ccc(N2CCOCC2)c(NC(=O)CCC2CCCCC2)c1	i	i	i	-0.1	i	i	15	i	4	i	i
O=C(NC1CC2CCCC(C1)N2C(=O)N1CCCCC1)C1CCCCC1 (centres undefined)	i	i	i	0.6	i	i	5	i	0	i	i
O=C(CN1C(=O)NC2(CCOc3ccccc32)C1=O)c1ccc(F)cc1 (centres undefined)	i	i	i	0.5	i	i	3	i	27	i	i
O=S(=O)(c1cccc(-n2cnnn2)c1)N1CCOCC1	i	i	i	0.1	i	i	-9	i	0	i	i
COc1cc(CNCc2ccccn2)ccc1OCc1ccccc1Cl	i	i	i	1.3	i	i	-9	i	2	i	i
Cn1sc(NC(=O)c2cccc(Cl)c2)nc1=O	i	i	i	1.6	i	i	7	i	-9	i	i
Cc1ccccc1C(=O)N1CCC(C(=O)O)CC1	i	i	i	0.0	i	i	-1	i	5	i	i
CCCOc1ccc(C(=O)N2CCCc3ccccc32)cc1	i	i	i	0.3	i	i	-1	i	8	i	i
CC(C)N1C(=S)SC(C)(C)C1n1oc(=O)n(-c2cccc(Cl)c2)c1=O (centres undefined)	i	i	i	-0.1	i	i	-1	i	11	i	i
CC(C)(C)C(=O)Nc1ccc2oc(-c3cc(F)c(F)cc3Cl)nc2c1	i	i	i	2.5	i	i	2	i	-5	i	i
CCOc1ccccc1NC1c2ccccc2C(=O)N1c1ccc(C)cn1 (centres undefined)	i	i	i	2.5	i	i	-2	i	0	i	i
COC(=O)C1(CO)NC(c2cccs2)C2C(=O)N(c3ccccc3)C(=O)C21 (centres undefined)	i	i	i	-0.7	i	i	-5	i	12	i	i
O=C(Nc1ccc(Br)cc1F)C1CCN(c2nnc(-n3cccc3)s2)CC1	i	i	i	0.1	i	i	4	i	13	i	i
CC(=O)c1ccc(NC(=O)CCS(=O)(=O)c2ccc3c(c2)n(C)c(=O)c(=O)n3C)cc1	i	i	i	-0.4	i	i	7	i	0	i	i
